High-throughput results from PubChem.
Peg3 prom inh – reduces Peg3 promoter-driven luciferase expression in HeLa. HeLa PEG-Prom luciferase reporter, luminescence, overnight. actives 1.7% (n = 360,000). inhibition, % at 20 µM;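 active means inhibition of at least 50% at 20 µM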
HIF-2a inh – inhibitors of HIF-2a | 786-0 RCC cells HIF-2a reporter, luciferase luminescence, overnight | inhibition, % at 18.8 µM | actives 0.72% (n = 360,000);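 active means inhibition of the luminescence signal of 40% or more relative to plate controls, in a single-dose primary screen at 18.75 µM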
CF NFkB inh – inhibitors of cystic fibrosis induced NF-kB; AID 588850; inhibition, % at 5 µM; actives 0.86% (n = 360,000); KKLEB NF-kB-GFP reporter, PAF-induced, GFP fluorescence overnight;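 active means at least 50% inhibition at 5 µM, scaled per plate between neutral and stimulator controls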;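 further: PAF is a Pseudomonas aeruginosa culture filtrate used as stimulus; plate controls were PAF-stimulated DMSO wells for no effect and unstimulated DMSO wells for full effect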
Shn3 3UTR inh – reduces Shn3 3'UTR luciferase signal in osteoblasts | Clone20 osteoblast Shn3 3'UTR firefly luciferase, 24 h | inhibition, % at 12.5 µM | actives 0.52% (n = 360,000) | AID 588674;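 active means mean inhibition of at least 75% with every replicate also reaching 75%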;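 further: 0% = median of neutral control wells and 100% = pilot-screen positive control compound; some compounds past the cut are filed as inactive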
NR2E3 ag-1 – NR2E3 (human) agonism; GST-NR2E3/biotin-RetCOR TR-FRET, 1536-well; inhibition of corepressor binding, % at 4.78 µM; actives 0.12% (n = 320,000); AID 2300;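 active means percent inhibition above the cutoff of mean plus 3 SD of all tested compounds, set per screening campaign, cut at about 20% in these data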;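 further: 0% = DMSO wells and 100% = biotin wells as full block of FRET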
Target sequence (Q9Y5X4 whole entry, looked up): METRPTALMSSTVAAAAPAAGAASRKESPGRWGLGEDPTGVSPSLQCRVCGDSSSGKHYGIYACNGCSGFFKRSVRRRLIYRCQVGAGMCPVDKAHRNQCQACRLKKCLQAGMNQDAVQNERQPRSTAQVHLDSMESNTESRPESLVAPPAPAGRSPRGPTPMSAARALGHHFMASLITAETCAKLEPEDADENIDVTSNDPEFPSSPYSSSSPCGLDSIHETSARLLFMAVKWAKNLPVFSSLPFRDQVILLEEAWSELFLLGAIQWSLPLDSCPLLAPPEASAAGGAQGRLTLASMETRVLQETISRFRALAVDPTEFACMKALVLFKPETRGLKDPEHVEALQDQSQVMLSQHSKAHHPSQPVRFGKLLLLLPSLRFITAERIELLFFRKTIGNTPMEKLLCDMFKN
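Material: NR2E3–RetCOR corepressor complex / Incubation: Compound–protein incubation for 5 h at 4 °C / Dosing: compound at 4.8 µM, single dose / Detection: time-resolved FRET / Benchmarks: high control biotin, low control 0.6% DMSO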
TWEAK-Fn14 inh – TWEAK-Fn14 signaling inhibition. inhibition, % at 10 µM. actives 2% (n = 360,000). TWEAK-stimulated Fn14 reporter cells, luciferase luminescence, 8 h; in the data active means inhibition above about 50%
KKLEB tox – CF airway cell cytotoxicity counter-screen; activity change (cytotoxicity), % at 5 µM; KKLEB CF airway cells viability, ATPlite luminescence, overnight; hits give low values; cells stimulated with P. aeruginosa culture filtrate; actives 0.36% (n = 360,000);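 active means corrected activity change at or below -50% at 5 µM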
C8 TRAIL sens – caspase-8 TRAIL sensitization; actives 1% (n = 360,000); inhibition (viability loss, TRAIL sensitization), % at 10 µM; NB7+C8 cells + TRAIL, ATPlite viability luminescence;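 active means compounds causing at least 50% loss of cell viability in the single-dose screen, relative to plate controls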
TRPM1 prom inh – inhibitors of MITF-driven TRPM1 promoter in melanoma cells. SK-MEL-5 TRPM1 promoter luciferase, 24 h. inhibition, % at 12.5 µM. actives 0.83% (n = 330,000);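 active means mean inhibition across replicates of 60% or more, whatever share of single replicates reaches that level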; further: values of inactives mirror those of a sister screen read the other way
TROY signal inh – TROY signaling inhibition | Q293 LMP1-TROYcd NF-kB luciferase reporter, 4 h | inhibition, % at 10 µM | actives 0.98% (n = 360,000) | AID 1347056;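 active means compounds whose plate-normalised and pattern-corrected inhibition of the luciferase reporter signal at the single screening dose is 50% or more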
NR2E3 ag-2 – activates human NR2E3 receptor. CHO-S Gal4-NCOR/VP16-NR2E3 two-hybrid, luciferase. inhibition of corepressor binding, % at 3.98 µM. actives 0.35% (n = 360,000). AID 602229;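 active means inhibition above the mean of all tested compounds plus 3 SD, cut at about 70% in these data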;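 further: 0% = DMSO with NR2E3 transfected cells and 100% = cells lacking NR2E3 construct; higher means lower luciferase signal from less NR2E3 corepressor binding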
Active calls of the source: *; . = not tested or not shown; & = joins results of further samples. Only part of the results is shown; count on the stated rates, not on these rows.

SMILES | Peg3 prom inh | HIF-2a inh | CF NFkB inh | Shn3 3UTR inh | NR2E3 ag-1 | TWEAK-Fn14 inh | KKLEB tox | C8 TRAIL sens | TRPM1 prom inh | TROY signal inh | NR2E3 ag-2
COc1ccc(-c2nnn(CC(=O)N(C3CCCC3)C(C)C(=O)NC3CCCC3)n2)cc1OC (stereo not given) | 12 | 12 | -15 | 0 | -2 | -6 | -4 | -17 | -1 | 2 | -5
O=C(O)COc1ccccc1/C=N/NC(=O)CSc1nnc(SCc2ccc(Cl)cc2)s1 | -15 | -123 | 9 | 10 | 2 | -28 | -1 | 24 | -16 | -18 | -32
O=C(NCc1cccnc1)c1cc(Sc2ccccc2Cl)nc2ccccc12 | 21 | 23 | -26 | 9 | 5 | 16 | -10 | 16 | -7 | 13 | -5
O=C(CCCn1c(SCC(=O)NC2CCCCC2)nc2ccccc2c1=O)NCC1CCCO1 (stereo not given) | 6 | 16 | -10 | 17 | -2 | 0 | -3 | -8 | 10 | -3 | -3
CCOc1ccc(CC2S/C(=N/c3ccccn3)NC2=O)cc1 (stereo not given) | -14 | -26 | -3 | 4 | -5 | -31 | -4 | -21 | -4 | -33 | -10
CCOC(=O)N1CCN(c2ccc3nnnn3n2)CC1 | 0 | 24 | 17 | -6 | 0 | 8 | 0 | -1 | 6 | -11 | -31
O=C(NCC(=O)N1CCN(S(=O)(=O)c2ccccc2C(F)(F)F)CC1)c1sc2ccccc2c1Cl | 11 | 5 | 48 | 13 | 1 | -40 | -55* | 30 | 8 | 18 | -1
CSc1nccc(N2CCN(c3ccc(F)cc3)CC2)n1 | -63 | -91 | 2 | 27 | -2 | 10 | -5 | 21 | -8 | -33 | -20
O=C(CCC(=O)N1CCOCC1)Nc1ccc(Cl)c(Cl)c1 | 2 | -8 | -16 | -1 | 3 | -11 | 2 | 10 | 0 | -23 | 14
CC(NC(=O)/C=C/c1ccccc1)c1ccccc1 (stereo not given) | 2 | 8 | 7 | 0 | 0 | 0 | 1 | -6 | 8 | 9 | -8
O=C(Nc1nnc(COc2ccc(Br)cc2)s1)c1ccco1 | -7 | 0 | 21 | 8 | 2 | 13 | -1 | 9 | 4 | 32 | 2
CC(C)c1ccc(O)c(NC(=S)NC(=O)c2ccc3c(c2)OCO3)c1 | -266 | -211 | 22 | -78 | -3 | -6 | -18 | 28 | -49 | 12 | -98
CC(C)(C)c1cc(OS(C)(=O)=O)ccc1O | -12 | -3 | 3 | 0 | -9 | -12 | 1 | -3 | -2 | 10 | -8
Cc1ccc(N(CC(=O)NC(C)C)C(=O)CCC(=O)Nc2nccs2)c(C)c1 | 16 | 18 | -4 | -7 | 1 | -6 | -1 | 0 | -1 | 10 | -35
Cn1c(=O)c2c(SCCN3CCOCC3)nc(C3CCCC3)nc2n(C)c1=O | 17 | 22 | 0 | 8 | -3 | -20 | -5 | -5 | -8 | 18 | 1
O=C(Nc1ccc(S(=O)(=O)N2CCCC2)cc1)c1ccc(CN2CCOCC2)cc1 | 2 | 8 | -1 | 10 | 3 | 22 | 6 | 27 | 24 | 22 | -19
COC(=O)COc1ccc(S(=O)(=O)NCCC2=CCCCC2)cc1 | -4 | 19 | 4 | 20 | 3 | 8 | 0 | -6 | -9 | -1 | -18
Cc1c(Cc2ccccc2)sc(NC(=O)/C=C/c2cccc3ccccc23)c1C(N)=O | 20 | 7 | 34 | 4 | 0 | 17 | -46 | -22 | 5 | -20 | -23
Cc1ccc(C(=O)C[n+]2cc(Br)cc(Br)c2)cc1 | -2 | 6 | 9 | 6 | 3 | 2 | 2 | -19 | 7 | -12 | 3
COc1ccc(NC(=O)CNc2ccccc2N2CCCC2=O)cc1S(=O)(=O)N1CCOCC1 | 4 | 3 | 14 | -1 | -3 | 19 | 1 | 1 | 8 | -16 | -10
COc1ccc(OC)c(S(=O)(=O)N2CCN(CC(O)COc3ccc(C#N)cc3)CC2)c1 (stereo not given) | -23 | 12 | 4 | -3 | 6 | 19 | -7 | 18 | 5 | 7 | 8
CC(C)Oc1ccc(S(=O)(=O)N2CCCCC2)cc1NC(=O)C1=COCCO1 | 29 | 15 | 22 | 6 | 1 | 2 | -4 | -13 | -2 | 14 | 11
S=C(Nc1cccnc1)NC1CCCCCCC1 | -10 | -16 | 3 | -4 | 1 | 11 | 7 | 13 | -2 | -11 | -18
Cc1cc(C)nc(NC(=S)Nc2ccccc2)n1 | -59 | -79 | 23 | -38 | 1 | -5 | -4 | -6 | -11 | -30 | -11
Cc1ccc(S(=O)(=O)N2CCOCC2)cc1C(=O)N1CCc2ccccc21 | -3 | 3 | -13 | 11 | . | 2 | 6 | 11 | 8 | -9 | -26
CN(CC(=O)OCC(=O)NCc1ccccc1)S(=O)(=O)c1ccc(Cl)cc1 | 16 | 17 | -1 | -5 | -1 | 3 | 7 | 3 | -16 | 7 | 17
Cn1nc(C2CC2)cc1NC(=O)CC(CC(=O)O)c1ccccc1 (stereo not given) | 16 | 18 | 0 | 1 | 4 | 8 | 2 | -24 | . | -7 | -4
CC(=O)NCCOc1nc(N2CCCCC2)nc(N2CCCCC2)n1 | 32 | 7 | -4 | -12 | 1 | 6 | -6 | -13 | 5 | -7 | -19
Cn1[nH]c(C(F)(F)F)c(C=NCc2ccc(Cl)cc2)c1=O | 11 | 14 | 25 | -35 | 2 | 10 | -11 | 1 | 8 | 9 | -25
COC(=O)C(Sc1nc(C)cc(C)c1C#N)c1ccccc1 (stereo not given) | -46 | -54 | -13 | -11 | -1 | -26 | 12 | -20 | -17 | 2 | 3
CCCCn1c(SCC(=O)Nc2ccc3c(c2)OCCO3)nnc1C(CC)N(C)C (stereo not given) | 6 | 8 | -5 | 7 | -2 | 8 | -4 | 4 | 9 | -16 | -18
CCSC1=C(C#N)C(c2cccs2)C(C(=O)OC)=C(C)N1 (stereo not given) | 11 | -65 | -2 | 10 | 2 | 3 | -19 | 5 | -2 | -19 | -27
CCC(Sc1nc2n[nH]c(C)c2c(=N)n1-c1cccc(Cl)c1)C(=O)NCCOC (stereo not given) | 26 | 24 | 16 | 22 | 3 | -8 | -13 | -8 | 5 | -6 | 4
CC1CCCCN1C(=O)CCC(=O)Nc1nnc(C(F)(F)F)s1 (stereo not given) | -4 | 10 | -12 | 9 | -4 | -12 | 16 | 0 | 4 | -13 | -12
COC(=O)C(O)(CC(=O)Nc1ccc(C)c(F)c1)C(F)(F)F (stereo not given) | -5 | 11 | 12 | -13 | 2 | 6 | -10 | 8 | 3 | 0 | -4
Clc1ccc(-c2nc3ccc(Br)cn3c2Cc2ccccc2)cc1 | -87 | -175 | -1 | -20 | . | -21 | 1 | 29 | . | -34 | -5
N#Cc1ccc(/C=C/C(=O)c2ccc3c(c2)OCO3)cc1 | 15 | -37 | -4 | 5 | 2 | 9 | -7 | 1 | -7 | 7 | -8
CCCCNC(=O)C1CCCNC1=O (stereo not given) | -75 | 6 | -2 | 29 | 2 | 4 | -14 | 1 | -6 | -25 | 22
CCCCOC(=O)c1ccc(NC(=O)C(=O)NCCN(C)C)cc1 | -29 | -23 | -5 | -31 | 4 | -9 | 9 | -13 | -11 | -10 | -2
COC(=O)[C@]12CCCCC=C1N(Cc1ccc(Cl)cc1Cl)C(=O)[C@H](CC(=O)NCCc1ccccc1OC)C2 | . | -6 | . | . | . | 30 | . | -8 | . | -1 | -11
CC(Cc1cccs1)NC(=O)CCCn1nnnc1CN1CCOCC1 (stereo not given) | 12 | 4 | 4 | -7 | 1 | -5 | -20 | 22 | -1 | -4 | -6
CC(=O)Nc1ccc(/C=N/Nc2nc3ccccc3[nH]2)cc1 | -88 | -118 | -24 | -19 | -1 | -15 | 12 | 75* | -18 | -60 | -42
CCCCCC/C(C)=C1/SC(=S)NC1=O | 8 | -38 | -2 | -4 | 5 | 5 | 13 | -7 | -12 | 37 | 8
Cc1ccc(C2CC(=O)C(C=NCCN3CCN(CC(=O)Nc4cc(C)cc(C)c4)CC3)=C(O)C2)cc1 (stereo not given) | 3 | 5 | 11 | 4&-2 | . | -6 | -4 | -6 | -27 | -3 | -18
CC(=O)Oc1ccc(C23c4ccccc4C2(OC(C)=O)c2cc(OC(C)=O)ccc23)cc1 (stereo not given) | 34 | -23 | 42 | 15 | . | 89* | -11 | 7 | 47 | 34 | -15
O=C(NC1CCCCC1)C(=S)N1CCCC1 | 20 | 23 | 3 | 11 | 0 | 15 | 1 | -15 | -2 | 3 | -7
Clc1ccccc1OCCn1nnc2ccccc21 | -243 | -255 | -9 | -80 | 5 | 95* | -12 | -9 | -79 | -16 | -111
Cc1ccc(C)c(N2CCN(C(=O)c3ccc(Cn4c(=O)[nH]c5ccccc5c4=O)cc3)CC2)c1 | 35 | 19 | 17 | 20 | 0 | -22 | -19 | -6 | 0 | 2 | 11
O=C(NCCN1CCOCC1)c1cccc(Br)c1 | 8 | 2 | 6 | -9 | 3 | 13 | -6 | 2 | 9 | -5 | 12
CC(C)(C)c1ccc(C2=NC(=O)C(CC(=O)O)S2)cc1 (stereo not given) | -48 | -17 | 8 | -9 | -3 | -3 | 2 | 11 | 28 | 16 | -26
O=C1NC(Cc2ccc(O)cc2)c2nc3cc(F)c(F)cc3c(=O)n2-c2ncccc21 (stereo not given) | 20 | 15 | -9 | 11 | . | -39 | -1 | 30 | . | 1 | -2
CCOc1cccc(N(C(=O)CNC(=O)c2ccco2)C(C(=O)NCC2CCCO2)c2ccccc2)c1 (stereo not given) | 2 | 10 | -7 | -1 | -1 | 9 | 4 | -4 | . | 0 | 9
Cc1cc(C)c2c(n1)nn1c(C)c(CCC(=O)NCc3ccco3)c(C)nc21 | -5 | -4 | -7 | -2 | 4 | 20 | 3 | -2 | 8 | 2 | 9
Cc1ccc(S(=O)(=O)N2CCOCC2)cc1NC(=O)COC(=O)c1cccc(Cl)c1Cl | -1 | 12 | -2 | -13 | . | -5 | 14 | 5 | 18 | 14 | -13

Complete entries from above:
`Cc1ccc(C)c(N2CCN(C(=O)c3ccc(Cn4c(=O)[nH]c5ccccc5c4=O)cc3)CC2)c1` is listed with Peg3 prom inh = 35; HIF-2a inh = 19; CF NFkB inh = 17; Shn3 3UTR inh = 20; NR2E3 ag-1 = 0; TWEAK-Fn14 inh = -22; KKLEB tox = -19; C8 TRAIL sens = -6; TRPM1 prom inh = 0; TROY signal inh = 2; NR2E3 ag-2 = 11
`O=C1NC(Cc2ccc(O)cc2)c2nc3cc(F)c(F)cc3c(=O)n2-c2ncccc21` (stereo not given) is listed with Peg3 prom inh = 20; HIF-2a inh = 15; CF NFkB inh = -9; Shn3 3UTR inh = 11; NR2E3 ag-1 = .; TWEAK-Fn14 inh = -39; KKLEB tox = -1; C8 TRAIL sens = 30; TRPM1 prom inh = .; TROY signal inh = 1; NR2E3 ag-2 = -2
`CC(C)(C)c1ccc(C2=NC(=O)C(CC(=O)O)S2)cc1` (stereo not given) is listed with Peg3 prom inh = -48; HIF-2a inh = -17; CF NFkB inh = 8; Shn3 3UTR inh = -9; NR2E3 ag-1 = -3; TWEAK-Fn14 inh = -3; KKLEB tox = 2; C8 TRAIL sens = 11; TRPM1 prom inh = 28; TROY signal inh = 16; NR2E3 ag-2 = -26
